HIF act: HIF pathway transcriptional activation. actives 0.32% (n = 300,000). U2OS HRE-luciferase reporter, luminescence; normalized: DMSO 0%, desferrioxamine 100%. activation, % at 7.5 µM (by protocol);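 active = mean activation of at least 10% of the iron chelator positive control signal, with at least half of replicates also reaching 10%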
SKKanGAS inh: SKKanGAS growth inhibition | S. pyogenes SKKanGAS, kanamycin growth, BacTiter-Glo, 6 h | inhibition, % at 7.5 µM | actives 1.3% (n = 300,000) | AID 1662;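 active = mean replicate score, as percent of positive control median, at least 50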;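 note: strain carries kanamycin resistance gene driven by streptokinase promoter and grows in 40 µg/ml kanamycin; loss of luminescence reflects streptokinase promoter inhibition or plain growth inhibition; 0% = median of DMSO wells and 100% = positive control at its reference dose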
TRPC4 block: inhibitors of mouse TRPC4 channel; Q9QUQ5; HEK293 TRPC4beta/mu-opioid, DAMGO-evoked Fluo4 calcium flux; active compounds read low; B-score at 10 µM; actives 0.39% (n = 300,000);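 active = B-score over 3 SD under the library average, no early fluorescence shift, positive overall ratio signal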
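Test system – stable TRPC4beta/mu-opioid receptor HEK293 cells · Probe or stimulus – DAMGO, a submaximal dose followed by a maximal one · Dosing – one concentration per compound · Signal – Fluo4 calcium fluorescence by kinetic imaging, 5 s 1 Hz baseline · Evaluation – per-well B score of integrated baseline-normalized Fluo4 ratio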
RGS4 inh: human RGS4 inhibition | HEK293 M3R/RGS4 inducible, Fluo-4 calcium flux; active compounds read high; triggered by carbachol at its EC20 | B-score at 10 µM | actives 0.45% (n = 310,000) | AID 463165;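 active = B-score, a plate-corrected calcium signal, over three deviations above library mean, with baseline fluorescence within five deviations of library mean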;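 note: RGS4 expression induced by doxycycline in cells with stable M3 receptor; B-score is computed from the integrated fluorescence ratio over baseline after carbachol; higher B-score means a larger calcium signal and so more RGS4 inhibition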
Target sequence (P49798 whole entry, looked up): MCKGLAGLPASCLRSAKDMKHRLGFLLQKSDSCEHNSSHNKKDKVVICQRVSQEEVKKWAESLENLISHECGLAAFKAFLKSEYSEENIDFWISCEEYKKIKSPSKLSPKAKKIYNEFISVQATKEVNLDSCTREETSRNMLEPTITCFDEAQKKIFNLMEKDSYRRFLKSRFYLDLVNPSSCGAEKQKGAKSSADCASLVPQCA
MrgX1 antagonist: human MrgX1 receptor antagonism, primary screen | actives 1.3% (n = 310,000) | B-score at 10 µM | MRGX1-HEK293 calcium flux, Fluo-4, BAM8-22 antagonism; active compounds read low | AID 588676;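 active = calcium-response B-score plate-corrected more than 3 library SD below zero, starting fluorescence within 5 deviations, no agonist response on first addition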;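 note: peak minus trough fluorescence over baseline after final BAM8-22 challenge near maximal dose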
Platelet DG rel: platelet dense granule release activity. human platelet-rich plasma, SFLLRN dense granule ATP release, luminescence. inhibition, %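 (compounds screened at 7.5 µM in platelet-rich plasma)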. actives 0.22% (n = 300,000). AID 1663;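 active = mean replicate score, as percent of positive control, at or above 50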
RGS4 pot: RGS4 potentiation or activation. HEK293 M3R/inducible RGS4, carbachol calcium flux Fluo4; active compounds read low. B-score at 10 µM. actives 0.92% (n = 310,000). AID 463111;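 active = B-score of the integrated calcium signal more than 4 SD below the library mean, with starting fluorescence not abnormally high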;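 note: negative B-score means reduced calcium response which marks RGS4 activation or potentiation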
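Assay system: Inducible-RGS4 HEK293 cells carrying M3 receptor | Schedule: Compound preincubation 20 min at room temperature before agonist | Signal: Kinetic calcium fluorescence imaging with Fluo4-AM dye, 2 µM | Read-out basis: B score from integrated fluorescence ratio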
TRPC6 inh: mouse TRPC6 channel inhibition | HEK293-TRPC6, membrane potential dye, ACh-evoked depolarization; active compounds read low | B-score at 10 µM | actives 1.1% (n = 310,000) | AID 2553;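 active = B-score under library mean minus 3 SD, initial fluorescence not abnormally high, positive integrated signal ratio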;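 note: B-score derived from integrated fluorescence ratio over the kinetic read; more negative B-score means stronger inhibition of depolarization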
Target sequence (Q61143 whole entry, looked up): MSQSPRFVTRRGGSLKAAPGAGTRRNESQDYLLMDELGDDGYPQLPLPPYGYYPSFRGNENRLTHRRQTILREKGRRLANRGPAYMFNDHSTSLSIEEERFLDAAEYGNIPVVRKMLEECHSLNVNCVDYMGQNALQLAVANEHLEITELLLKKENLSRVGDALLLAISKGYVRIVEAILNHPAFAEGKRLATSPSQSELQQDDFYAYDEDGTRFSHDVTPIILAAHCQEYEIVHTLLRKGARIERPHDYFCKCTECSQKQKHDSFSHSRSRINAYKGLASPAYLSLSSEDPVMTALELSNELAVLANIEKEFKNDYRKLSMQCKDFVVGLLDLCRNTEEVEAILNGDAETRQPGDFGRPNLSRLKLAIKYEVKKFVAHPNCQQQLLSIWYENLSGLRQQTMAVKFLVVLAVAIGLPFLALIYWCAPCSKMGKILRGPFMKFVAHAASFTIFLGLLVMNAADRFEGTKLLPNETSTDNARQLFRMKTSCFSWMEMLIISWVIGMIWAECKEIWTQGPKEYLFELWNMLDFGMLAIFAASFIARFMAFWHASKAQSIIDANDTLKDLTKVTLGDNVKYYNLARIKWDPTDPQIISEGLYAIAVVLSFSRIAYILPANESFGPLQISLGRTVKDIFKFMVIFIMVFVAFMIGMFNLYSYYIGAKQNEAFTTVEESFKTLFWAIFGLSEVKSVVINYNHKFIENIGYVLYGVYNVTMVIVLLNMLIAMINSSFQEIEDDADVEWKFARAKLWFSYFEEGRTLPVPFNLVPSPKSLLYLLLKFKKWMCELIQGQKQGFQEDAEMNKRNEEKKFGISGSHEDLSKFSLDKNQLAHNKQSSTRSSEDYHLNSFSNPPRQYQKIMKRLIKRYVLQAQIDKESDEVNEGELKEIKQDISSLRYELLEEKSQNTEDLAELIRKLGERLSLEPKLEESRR
TRPC6 act: mouse TRPC6 channel activation. Q61143. HEK293-TRPC6 membrane potential dye fluorescence; active compounds read high. B-score at 10 µM. actives 0.13% (n = 310,000). AID 2550;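 active = B-score of the integrated fluorescence ratio above library mean plus 3 SD, and starting fluorescence ratio within library mean plus 5 SD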;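 note: higher score means more depolarization so channel activation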
MrgX1 PAM: allosterically activates human MrgX1 receptor signaling. Q96LB2. MrgX1-HEK293, Fluo-4 calcium flux, FDSS; active compounds read high. actives 0.63% (n = 310,000). B-score at 10 µM;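 active = plate-corrected calcium response at least 3 library SD above typical, normal starting fluorescence, not activating the receptor alone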;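 note: compound read alongside a low EC10 to EC30 dose of BAM8-22 agonist; peak minus trough fluorescence over baseline measured at the second addition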
MrgX1 ag: activates human MrgX1 receptor signaling. Q96LB2. MrgX1-HEK293 cells, Fluo-4 calcium fluorescence, agonist mode; active compounds read high. B-score at 10 µM. actives 0.44% (n = 310,000). AID 588627;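 active = calcium response B-score plate-corrected fluorescence ratio at least 3 library SD, with starting fluorescence B-score inside 5 SD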
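Test system: HEK293 cells stably expressing human MrgX1 receptor; Input: fifteen thousand cells per well; Dosing: compound delivered in addition one of three; Schedule: overnight seeding, then 1 h dark dye loading; Technique: Fluo-4 NW calcium fluorescence; Measure: B-scored fluorescence response ratio; Controls: positive and negative controls per plate.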
An asterisk follows results filed as active; i = inactive; nt = no result given; & = joins results of further samples; ! = repeats disagree. An unsorted share of the library. About 6.1% of those tested had a hit in this group.

SMILES	HIF act	SKKanGAS inh	TRPC4 block	RGS4 inh	MrgX1 antagonist	Platelet DG rel	RGS4 pot	TRPC6 inh	TRPC6 act	MrgX1 PAM	MrgX1 ag
O=C(CCc1nc2sc3c(c2c(=O)[nH]1)CCCC3)Nc1cccc(Cl)c1	-0.1	24.0	i	i	i	0.4	i	i	i	i	i
COc1ccc(/C=c2\s/c(=C/C(=O)c3ccc(C)cc3)[nH]c2=O)c(OC)c1	-0.2	31.3	i	i	i	10.0	i	i	i	i	i
Cc1cc(CSc2ccccc2)ccc1NC(=O)COc1ccccc1C	0.0	-0.4	i	i	i	2.2	i	i	i	i	i
CC1CCN(CCCNC(=O)c2ccc(N3CCCC3=O)cc2)CC1	-0.3	-17.6	i	i	i	3.7	i	i	i	i	i
COC(=O)C1=CN(c2ccc(F)cc2)C=C(C(=O)OC)C1c1ccc(O)cc1	-0.5	2.7	i	i	i	0.1	i	i	i	i	i
CCCn1nnnc1SCC(=O)Nc1ccc(F)cc1	-0.2	-7.0	i	i	i	-2.7	i	i	i	i	i
COc1ccccc1CNc1ncnc2sccc12	0.9	-4.6	i	i	i	-6.4	i	i	i	i	i
CCOC(=O)c1cnc(-n2nc(C)cc2C)nc1NNc1cc(-c2ccccc2)nc(C)n1	0.3	102.5*	i	i	i	-12.9	i	i	i	i	i
Cc1ccc(C(=O)N(Cc2ccc3c(c2)OCO3)Cc2nc3ccccc3c(=O)[nH]2)cc1	0.3	29.9	i	i	i	-9.6	i	i	i	i	i
COc1cc2ncnc(NCc3cccc(F)c3F)c2cc1OC	0.6	-3.1	i	i	i	0.3	i	i	i	i	i
O=C(NC(=S)Nc1ccccc1N1CCOCC1)c1sc2ccccc2c1Cl	-0.2	5.2	i	i	i	-4.5	i	i	i	i	i
C/C=C/c1ccc(OC(C)=O)c(OC)c1	0.8	-3.5	i	i	i	-0.6	i	i	i	i	i
Cc1cc(C)cc(-n2c(N)c(C(=O)Nc3c(C)n(C)n(-c4ccccc4)c3=O)c3nc4ccccc4nc32)c1	-0.4	31.6	i	i	i	-3.6	i	i	i	i	i
O=C(CCCn1cncn1)N1CCCC(N2CCN(c3ccccc3F)CC2)C1 (centres undefined)	0.7	-6.1	i	i	i	2.8	i	i	i	i	i
NC(=O)CSc1nnc(-c2cc(-c3ccc(Cl)cc3)nc3ccccc23)o1	-0.2	-12.1	i	i	i	4.6	i	i	i	i	i
COc1cccc(C(=O)Nc2ccc(NC(C)=O)cc2)c1	2.5	4.7	i	i	i	17.3	i	i	i	i	i
O=C(Nc1ccc(C(=O)O)cc1)/C(=C\c1ccc2c(c1)OCO2)NC(=O)c1ccccc1	-0.7	6.8	i	i	i	-2.9	i	i	i	i	i
CCC(Cc1ccccc1)NC(=O)c1ccc2nc(N3CCOCC3)sc2c1 (centres undefined)	-0.3	-3.2	i	i	i	-0.3	i	i	i	i	i
COCCN=c1scc(C)n1/N=C/C1CC2C=CC1C2 (centres undefined)	-1.5	-0.1	i	i	i	26.7	i	i	i	i	i
CSc1nc2ccccc2cc1/C=C(\C#N)c1ccccc1	1.0	29.2	i	i	i	-4.6	i	i	i	i	i
O=C1NC(CCc2ccccc2)C(=O)N1Cc1ccc(Br)cc1 (centres undefined)	-0.1	-4.6	i	i	i	-5.9	i	i	i	i	i
Cc1cc(C(=O)N2CCN(C(=O)C3CCCO3)CC2)no1 (centres undefined)	-0.8	0.2	i	i	i	-1.2	i	i	i	i	i
CCOC(=O)COc1ccc(S(=O)(=O)NCC2CCCO2)cc1 (centres undefined)	nt	0.3	i	i	-4.72*	8.4	i	i	i	i	i
COc1cc(Cn2c(-c3nonc3N)nc3ccccc32)ccc1C	-52.0	13.4	i	i	i	-7.6	i	i	i	i	i
O=C(C[n+]1cc(-c2ccc(Cl)c(Cl)c2)n2c1CCC2)N1c2ccccc2Sc2ccccc21	-0.3	-29.4	-6*	i	i	-8.3	-11.2*	i	i	i	i
CCOc1ccccc1Nc1nc(N2CCCC2)nc(N2CCOCC2)n1	-0.7	-0.9	i	i	i	-4.2	i	i	i	i	i
COc1ccc(OCC(=O)N(Cc2ccco2)C2CCS(=O)(=O)C2)cc1 (centres undefined)	-0.2	-8.4	i	i	i	-27.7	i	i	i	i	i
CCSc1n[nH]c(=S)s1	0.3	15.1	i	i	i	0.7	i	i	i	i	i
Clc1cccc(CN2CCN(c3ncccn3)CC2)c1Cl	-1.1	-5.5	i	i	i	-10.0	i	i	i	i	i
Cc1cc(C(=O)Nc2sc3c(c2C#N)CCCCC3)cs1	1.6	-23.7	i	i	i	-13.6	i	i	i	i	i
COc1ccc(-c2cn(-c3ccc(C)cc3)c(=O)n2CC(=O)Nc2ccc(OC)cc2OC)cc1	1.4	9.6	i	i	i	0.5	i	i	i	i	i
Brc1ccc(-c2nc(-c3ccncc3)no2)o1	1.9	4.8	i	i	i	-2.8	i	i	i	i	i
Cc1ccc(NC(=O)O/N=C/c2ccc(N(C)C)cc2)cc1	4.7	1.5	i	i	i	-5.3	i	i	i	i	i
CN=Cc1cc(-c2ccccc2)sc1O	1.7	-6.8	i	i	-6.16*	-0.7	i	i	i	i	i
C/C(=N/OC(=O)c1ccccc1Br)c1ccc(C)cc1	2.9	11.3	i	i	i	6.1	i	i	i	i	i
Cc1ccc(NC(=O)N2CCCC2C(=O)Nc2ccc3c(c2)OCO3)cc1 (centres undefined)	-0.2	3.6	i	i	i	-1.1	i	i	i	i	i
CCCS(=O)(=O)N1CCc2ccc(NC(=O)c3ccccc3Cl)cc2C1	0.5	1.1	i	i	i	6.6	i	i	i	i	i
COc1ccc(OC)c(-c2csc(NC(=O)CSc3ccc(Br)cc3)n2)c1	-0.4	18.5	i	i	i	-24.2	i	i	i	i	i
C=CCn1c(SCCCC)nc(O)cc1=O	-0.3&-0.4	15.0&24.2	i	i	i	7.9&3.9	i	i	i	10.4*!	i
COc1cc2c(cc1OC)/C(=C/C(=O)N1CCOCC1)NC(C)(C)C2	-0.2	0.5	i	i	i	3.1	i	i	i	i	i
O=C(NCc1ccc(Cl)cc1)C1=Cc2cc(Cl)ccc2OC1	0.4	14.1	i	i	i	-5.7	i	i	i	i	i
CSc1ccccc1C(=O)Nc1cccc([N+](=O)[O-])c1C	-0.5	-2.6	i	i	i	10.5	i	i	i	i	i
CC(OC(=O)c1cccc(S(=O)(=O)N(C)C)c1)C(=O)NCc1ccc2c(c1)OCO2 (centres undefined)	-15.5	-1.4	i	i	i	-6.1	i	i	i	i	i
Cc1ccc(S(=O)(=O)N2CCN(C(=O)CN3CCOCC3)C2C(C)C)cc1 (centres undefined)	-0.8	3.2	i	i	i	-0.1	i	i	i	i	i
CN(CC(=O)N1CCc2ccccc21)S(=O)(=O)c1ccc(Cl)cc1	-0.2	-1.7	i	i	i	16.2	i	i	i	i	i
COc1cc(OC)cc(-c2cc3nc(C)c(CCC(=O)NC(C)CCc4ccco4)c(C)n3n2)c1 (centres undefined)	-3.1	8.7	i	i	i	3.8	i	i	i	i	i
COc1ccc(OC)c(C2N(c3ccccn3)C(=O)C3CCCN32)c1 (centres undefined)	0.9	-5.4	i	i	i	2.4	i	i	i	i	i
COc1ccnc(Oc2ccccc2)c1C(=O)N/C=N/OCc1ccc(F)cc1Cl	-0.5	10.2	i	i	i	0.1	i	i	i	i	i
Cc1onc(-c2ccccc2Cl)c1C(=O)NC(=S)Nc1ccc(C(C)C)cc1	-1.8	5.9	i	i	i	8.2	i	i	i	i	i
C/C(CC(=O)Nc1ccccc1Br)=N\NC(=O)C(=O)N1CCCC1	0.2	0.3	i	i	i	-0.5	i	i	i	i	i
Cc1ccc(-c2nnc(N3CCOCC3)c3ccccc23)cc1S(=O)(=O)NCc1cccnc1	-0.7	nt	i	i	i	15.9	i	i	i	i	i
CN(C(=O)c1cc2c(s1)-c1ccccc1S(=O)(=O)C2)c1ccccc1F	1.3	-13.4	i	i	i	-3.3	i	i	i	i	i
CCOc1ccc(S(=O)(=O)N2CCC(C(=O)NCc3ccncc3)CC2)cc1C	-0.4	-9.5	i	i	i	-31.4	i	i	i	i	i
CN(C(=O)COC(=O)CCC(=O)c1ccccc1)c1c(N)n(Cc2ccccc2)c(=O)[nH]c1=O	0.9	2.2	i	i	i	5.4	i	i	i	i	i
Cc1cc(C)n2ncc(S(=O)(=O)c3ccccc3)c2n1	-0.4	1.4	i	i	i	13.4	i	i	i	i	i
CCCCN(C)C(=O)CS(=O)(=O)Cc1nc(-c2cccc(OC)c2)oc1C	-0.2	7.3	i	i	i	-8.4	i	i	i	i	i
CCN(CC)S(=O)(=O)c1ccc(NC(=O)Cn2c(=O)oc3ccccc32)cc1	-1.7	2.2	-6*	i	i	6.2	i	i	i	i	i
FC(F)(F)c1ccccc1/C=N/n1c(COc2ccccc2)n[nH]c1=S	1.8	7.9	i	i	i	8.0	i	i	i	i	i
CCN(CC)c1ccc(/C=N/Nc2nc(C)cc(=O)[nH]2)c(O)c1	56.8*	7.2	i	i	i	-6.3	i	i	i	i	i
Cc1cc(NC(=O)Cc2cccs2)nn1CC(=O)NCc1ccco1	-0.2	-2.2	i	i	i	-1.5	i	i	i	i	i
More structures
SMILES	HIF act	SKKanGAS inh	TRPC4 block	RGS4 inh	MrgX1 antagonist	Platelet DG rel	RGS4 pot	TRPC6 inh	TRPC6 act	MrgX1 PAM	MrgX1 ag
O=C(Oc1cccc(C(=S)N2CCOCC2)c1)c1ccc([N+](=O)[O-])cc1[N+](=O)[O-]	0.2	1.0	i	i	i	3.8	i	i	i	i	i
CCCc1nc2sc3c(=O)n(N)cnc3c2c2c1COC(C)(C)C2	0.0	-0.6	i	i	i	-2.1	i	i	i	i	i
CCOC(=O)C1CCCN(C(=O)Cn2cnc3c2c(=O)n(C)c(=O)n3C)C1 (centres undefined)	0.0	-5.5	i	i	i	4.8	i	i	i	i	i
O=[N+]([O-])c1cc(-c2n[nH]c(-c3ccccc3)n2)cc([N+](=O)[O-])c1	0.4	2.3	i	i	i	-5.4	i	i	i	i	i
CCCCNc1ccccc1C(=O)OCC(=O)Nc1ccc(S(N)(=O)=O)cc1	0.1	5.2	i	i	i	-2.2	i	i	i	i	i
Cc1cc(N/N=C/c2ccc(O)cc2O)nc(-n2nc(C)cc2C)n1	3.7	-7.4	i	i	i	0.5	i	i	i	i	i

Screening results: PubChem, several laboratories
